# Source: PubChem BioAssay
# PLC-gamma1 inh: PLC-gamma1 enzyme inhibitors, primary screen, biochemical, fluorescence, purified enzyme; 1-phosphatidylinositol 4,5-bisphosphate phosphodiesterase gamma-1 (Homo sapiens), P19174; fluorogenic substrate; inhibition, % at 12.2 µM; 0.84% of 370,000 active; in the data active means inhibition above about 9.5%
# ADAM10 inh: human ADAM10 inhibitors, primary screen, biochemical, QFRET, HTS. Disintegrin and metalloproteinase domain-containing protein 10 (Homo sapiens), O14672. recombinant ADAM10, EDANS/DABCYL FRET peptide cleavage, 3 h. inhibition, % at 7 µM. 0.62% of 370,000 active. AID 720582, 2013;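 active means inhibition above a per-campaign cutoff equal to the mean of compounds falling between control-based bounds plus 3 SD, cut at about 20% in these data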;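 further: 0% = DMSO wells while the 100% control is not disclosed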
# Target sequence (O14672 214-748 limits assumed): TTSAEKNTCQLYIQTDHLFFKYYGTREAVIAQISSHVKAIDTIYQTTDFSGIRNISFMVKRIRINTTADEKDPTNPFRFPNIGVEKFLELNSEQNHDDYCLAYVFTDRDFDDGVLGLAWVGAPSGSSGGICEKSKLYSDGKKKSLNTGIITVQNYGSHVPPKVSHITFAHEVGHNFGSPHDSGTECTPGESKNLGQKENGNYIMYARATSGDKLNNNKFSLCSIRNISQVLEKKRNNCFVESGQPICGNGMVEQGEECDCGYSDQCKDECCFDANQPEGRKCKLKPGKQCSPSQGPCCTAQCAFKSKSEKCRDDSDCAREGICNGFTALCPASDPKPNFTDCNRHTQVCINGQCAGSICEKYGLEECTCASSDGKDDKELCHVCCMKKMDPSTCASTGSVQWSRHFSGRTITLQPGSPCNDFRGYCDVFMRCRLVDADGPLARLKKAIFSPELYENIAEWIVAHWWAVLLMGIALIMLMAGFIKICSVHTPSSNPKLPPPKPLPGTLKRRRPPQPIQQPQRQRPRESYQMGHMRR
# PLC-beta3 inh: human PLC-beta3 inhibitors, primary screen, biochemical, fluorescence | Purified PLC-beta3, fluorogenic substrate | inhibition, % at 12.2 µM | 0.18% of 370,000 active; in the data active means inhibition above about 11%;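 further: 0% = median of compound wells on plate and 100% = full blocker control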
# ADAM17 inh: ADAM17 inhibitors, primary screen, biochemical, QFRET; Disintegrin and metalloproteinase domain-containing protein 17 (Homo sapiens), P78536; recombinant ADAM17, EDANS/DABCYL FRET peptide cleavage; inhibition, % at 6.95 µM; 0.83% of 370,000 active; AID 720648, 2013;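 active means inhibition above the mean of compounds lying between control limits plus 3 SD, set per campaign, cut at about 8.5% in these data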;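 further: 0% = DMSO-only wells as the low control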
# ARFGAP1 inh: inhibitors of rat ARFGAP1 GAP activity, primary screen, biochemical, fluorescence polarization, GDP tracer; ADP-ribosylation factor GTPase-activating protein 1 (Rattus norvegicus), Q62848; Arfgap1-stimulated ARF1 GTP hydrolysis, GDP FP detection; 0.26% of 360,000 active; inhibition, % at 16.5 µM;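 active means inhibition above a per-plate limit, mean inhibition of low control wells plus 3 SD, cut at about 25% in these data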;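 further: 0% = DMSO wells with enzyme and 100% = wells lacking Arfgap1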
#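 system = rat Arfgap1 catalytic domain, aa 1-136 | technique = FP, GDP Alexa 633 tracer displaced from anti-GDP antibody, 620/688 nm | compound = one concentration, 16.5 µM, DMSO 1.26% | medium = HEPES-based buffer, pH 7.5 | timing = compound-enzyme preincubation 20 min, reaction 120 min, detection 60 min, 25 °C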
# ASAP1 inh: inhibitors of human ASAP1 ArfGAP activity, primary screen, biochemical, fluorescence polarization. inhibition, % at 16.5 µM. 0.19% of 360,000 active. AID 624377, 2012. ASAP1-stimulated ARF1 GTP hydrolysis, GDP FP detection; in the data active means inhibition above about 25%;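 further: 0% = vehicle with enzyme and substrate and 100% = no enzyme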
# SIAE inh: human SIAE inhibitors, primary screen, biochemical, fluorescence polarization, FP-Rh probe, 1536-well HTS; 0.69% of 370,000 active; inhibition, % at 9.66 µM; Sialate O-acetylesterase (Homo sapiens), Q9HAT2; SIAE FP-Rh probe binding;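 active means inhibition above a cutoff: mean of compounds within the control limits plus 3 SD of those, cut at about 17% in these data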;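 further: 0% = plate median of compound wells and 100% = probe without SIAE protein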
# Target sequence (Q9HAT2 whole entry, looked up): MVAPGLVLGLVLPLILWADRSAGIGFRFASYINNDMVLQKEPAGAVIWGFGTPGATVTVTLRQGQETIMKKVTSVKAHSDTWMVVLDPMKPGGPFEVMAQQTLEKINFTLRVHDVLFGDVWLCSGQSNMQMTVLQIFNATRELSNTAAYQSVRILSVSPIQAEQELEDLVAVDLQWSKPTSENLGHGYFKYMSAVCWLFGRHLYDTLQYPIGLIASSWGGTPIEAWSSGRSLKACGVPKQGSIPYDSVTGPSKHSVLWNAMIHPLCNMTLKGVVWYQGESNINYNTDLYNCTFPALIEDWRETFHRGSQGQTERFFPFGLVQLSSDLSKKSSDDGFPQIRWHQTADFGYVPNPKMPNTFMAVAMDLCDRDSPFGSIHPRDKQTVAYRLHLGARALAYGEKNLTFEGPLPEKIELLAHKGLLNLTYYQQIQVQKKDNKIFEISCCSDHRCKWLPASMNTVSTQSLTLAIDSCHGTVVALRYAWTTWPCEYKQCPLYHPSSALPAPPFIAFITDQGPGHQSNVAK
# Tn6 DDE FP: inhibitors of Tn6 peptide binding to fibrin DD(E), primary screen, biochemical, fluorescence polarization, human fibrin, Tn6 probe | inhibition, % at 8.3 µM | Fibrin DD(E) TRITC-Tn6 fluorescence polarization displacement | Fibrinogen beta chain (Homo sapiens), P02675 | AID 720509, 2013 | 0.21% of 370,000 active;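 active means inhibition above a per-campaign cutoff: mean of compounds within control limits plus 3 SD, cut at about 15% in these data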;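 further: 0% = median of all compound wells on the plate and 100% = blocking peptide control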
# DDE Tn7 FP inh: inhibitors of Tn7 peptide binding to fibrin DD(E), primary screen, biochemical, fluorescence polarization, human fibrin, Tn7 probe | Fibrinogen beta chain (Homo sapiens), P02675 | FP displacement of FITC-Tn7 peptide from fibrin DD(E); 0% = median of compound wells per plate | inhibition, % at 8.3 µM | 0.13% of 370,000 active | AID 720508, 2013;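 active means inhibition above the mean of compounds falling within the control limits plus 3 SD of them, cut at about 14% in these data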;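 further: 0% = plate median of compound wells and 100% = 10 µM Aha-Tn7 peptide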
#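 Measure: % inhibition scaled between sample-field median and high-control FP; Test system: human fibrin DD(E); Quantity: 2 µM final DD(E) protein; Doses: one dose, 8.3 µM nominal; Schedule: compound with protein 10 min, then 3 h after probe, room temperature; Detection: fluorescence polarization; Medium: Tris buffer with calcium and detergent, pH 7.8.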
# TDP2 inh: human TDP2 enzyme inhibitors, primary screen, biochemical, epi absorbance, recombinant enzyme. Tyrosyl-DNA phosphodiesterase 2 (Homo sapiens), O95551. T5PNP hydrolysis, p-nitrophenol absorbance 415 nm. inhibition, % at 12.8 µM. 0.34% of 370,000 active;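 active means inhibition above the mean of all tested compounds plus 3 SD, set per campaign, cut at about 25% in these data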;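 further: 0% = DMSO with enzyme and 100% = buffer with substrate but no TDP2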
#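 Material: recombinant human TDP2; quantity: TDP2 enzyme at 120 nM final; medium: Tris-HCl pH 7.5 with MgCl2; compound: single concentration, 12.8 µM nominal, with 1% DMSO; incubation: 2 h enzyme incubation at 37 °C; signal: epi absorbance; measure: percent inhibition; benchmarks: high control without enzyme, low control DMSO plus TDP2; repeats: singlicate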
# An asterisk follows results filed as active; i = inactive; . = no result given.
SMILES,PLC-gamma1 inh,ADAM10 inh,PLC-beta3 inh,ADAM17 inh,ARFGAP1 inh,ASAP1 inh,SIAE inh,Tn6 DDE FP,DDE Tn7 FP inh,TDP2 inh
CC(C)(C)n1nnnc1C(c1cccs1)N(Cc1ccccc1)Cc1ccco1 (stereo not drawn),-1,1,1,-2,2,-9,-4,3,5,0
Cc1ccccc1N1CCN(c2ccccc2NC(=O)/C=C\C(=O)O)CC1,1,1,-3,-1,-5,-5,1,-5,-5,7
O=C(Nc1ccccc1)N1CCN(c2ccccn2)CC1,-1,2,-3,-7,-15,-2,-2,4,8,2
O=C1C(c2ccc(F)cc2)N(Cc2ccc3c(c2)OCO3)C(=O)CN1C1CCCC1 (stereo not drawn),3,-4,1,-5,6,1,-2,10,-3,-3
CCOC(=O)C1CCN(C2CC(=O)N(c3cccc(Cl)c3)C2=O)CC1 (stereo not drawn),9,5,2,1,-10,-1,-1,4,-4,8
CCN1CCN(C(=S)Nc2cccc([N+](=O)[O-])c2)CC1,-1,-4,1,1,-2,-6,5,1,5,-3
COc1cc(C(C(=O)NC2CCCC2)N(C(=O)c2ccco2)c2ccccc2C(C)=O)cc(OC)c1OC (stereo not drawn),1,6,-2,2,-1,0,3,-2,-7,-9
COc1ccc(OC)c(NC(=O)Cn2c(=O)oc3ccccc32)c1,3,2,-9,-3,-1,-7,16,8,1,1
O=C(CC1NCCNC1=O)Nc1ccc([N+](=O)[O-])cc1 (stereo not drawn),7,-4,0,0,1,15,3,-3,0,-4
CC(C)(C)c1cccc(P(=O)(c2ccccc2)c2ccccc2)c1O,1,-1,-7,-2,-4,2,0,8,6,-3
CCNC(=S)Nc1cc(OC)c(NC(=O)c2ccco2)cc1OC,4,11,2,2,10,7,2,-3,-9,-2
C[C@H]1CN([C@@H](C)CO)C(=O)Cc2cc(NC(=O)CCC(F)(F)F)ccc2O[C@H]1CN(C)CC1CC1,-1,4,2,0,-8,2,1,5,-7,11
CN(/N=C/c1ccccc1O)C(=S)c1ccccc1,2,10,0,0,-1,-6,-2,4,-3,-1
CC1(Cc2ccc(Cl)cc2)C(=O)Nc2c(Cl)ccc(Cl)c21 (stereo not drawn),1,10,5,4,23,6,-7,5,1,-4
CCn1c2ccccc2c2cc(NC(=O)COC(=O)c3ccc(F)cc3F)ccc21,-4,-6,2,-2,.,.,2,-4,4,3
Cc1cc(C)c(S(=O)(=O)c2ccccc2)c(N(C)C)n1,-1,-5,-1,-5,5,-7,0,-6,7,3
COc1ccc(NC(=O)c2ccco2)c2ccccc12,-1,-4,-3,-2,4,-3,-3,-3,-3,-2
CCOC(=O)c1c(N)sc(C(=O)N(CC)CC)c1C,3,0,-7,-5,5,-7,4,0,-3,-12
CCCCCCNc1c([N+](=O)[O-])cc(C)cc1[N+](=O)[O-],1,0,0,0,0,-8,0,6,1,-15
O=[N+]([O-])c1ccc(NCCCO)c(S(=O)(=O)N2CCOCC2)c1,4,6,-3,1,-5,3,0,5,1,4
C/C(=N\NC(=O)CSCc1ccccc1Cl)c1cc(O)ccc1O,-3,6,-8,3,14,3,3,-1,3,-4
O=C(COC(=O)C1=COCCO1)NC1CCCCC1,2,2,2,3,6,6,-2,4,-10,4
CC(=O)Nc1ccc(S(=O)(=O)NC(C(=O)O)C2=CCC=CC2)cc1 (stereo not drawn),1,-4,2,-4,12,0,1,-3,-4,7
C=CCN=C(C)C1=C(O)CCC1=O,0,-10,4,0,-7,-11,1,7,6,0
C=CCC[C@@H](Cc1ccc(F)cc1)C(=O)OC[C@@H](NC(=O)[C@@H](CC=C)CC(=O)N(CCO)Cc1ccccc1)c1ccccc1,14*,47*,7,26*,3,9,-14,-10,-4,-29
CC(C)(C)NC(=O)CN1C(=O)NC(c2ccccc2)(c2ccccc2)C1=O,2,-10,-3,-4,-2,-1,-2,-3,11,5
O=C(Cc1ccccc1)Nc1ccc2oc(=O)ccc2c1,-67,-96,-100,-34,-1,-3,-5,-3,10,-5
CCc1ccc(-c2nc(CS(=O)CC(=O)NCc3cccnc3)c(C)o2)cc1 (stereo not drawn),-5,-15,-8,-6,-2,-3,4,-1,-2,4
CCOCCn1c(CN2CCN(c3ccc(F)cc3)CC2)nc2c1c(=O)n(C)c(=O)n2C,4,2,5,3,-4,13,7,-5,-12,-14
CCOP(=O)(OCC)c1ccccc1OCP(C)(=O)COc1ccccc1P(=O)(OCC)OCC,3,-1,-4,-4,4,-19,-4,1,3,0
Cc1cccc2c(C(=O)N3CCN(c4ccccc4)CC3)cc(-c3ccncc3)nc12,6,10,-12,1,-3,6,-6,3,0,-1
CC(C)NC(=O)Cn1c(-c2cncs2)nc2ccccc21,1,-3,-1,-1,.,.,-3,5,0,1
CCCn1c(NC(=O)c2ccco2)nc2ccccc21,-10,-7,-12,-4,-11,10,-6,8,4,4
C[C@H]1C(c2ccc(F)cc2)=NN(c2ccccc2)[C@@H]1CO,i,i,i,-478,9,-1,5,10,7,4
O=C(C(=O)N1CCC(c2ccccc2)CC1)c1ccc(F)c(F)c1,3,-1,-2,0,2,-3,-1,-7,5,-1
S=C(NCc1ccco1)Nc1ccc(Cl)cn1,-4,-1,-14,-4,11,-9,1,0,5,4
Cc1ccc2cc(C)c(N3CCN(c4ccc(F)cc4)CC3)nc2c1,3,-7,0,1,0,4,1,-6,0,-5
Cc1cc(=O)oc2c(CN(C)Cc3ccccc3)c(O)ccc12,i,i,i,i,-2,-3,1,3,2,-11
Cc1cc(C)cc(CSc2ccc(S(=O)(=O)N3CCCC3)cn2)c1,-1,1,-8,3,3,-4,-2,6,-6,4
COc1ccc(C=C2CS(=O)(=O)CC(=Cc3ccc(OC)cc3)C2=O)cc1,-66,3,-72,1,9,-14,0,3,5,-3
OC1C[N+]2(CCCCC2)C1,-1,2,1,-5,2,-13,-5,-3,-4,13
Cc1ccc(C(=O)Nc2ccc(NC(=O)c3ccc(C)o3)cc2)o1,0,0,1,-2,0,21,-3,-6,7,6
COc1ccc(NC(=O)c2cc(S(=O)(=O)N3CCOCC3)cn2C)c(OC)c1,2,-1,3,-2,-21,10,-4,2,-2,-3
O=C(NC(=O)c1ccc(F)cc1)Nc1nc(-c2cccs2)cc(C(F)(F)F)n1,-4,-39,-1,-9,-6,-6,-4,-2,-2,-3
CC(C)CCNC(=O)c1ccc2c(Cl)c3c(nc2c1)CCC3,4,1,-4,0,-4,-5,-6,4,-1,-5
CCn1nc(C)c(CN2CCC(n3nccc3NC(=O)c3ccccc3OC)CC2)c1C,1,2,-3,-2,-1,-20,6,-1,0,-1
Cc1[nH]c(=S)[nH]c(=O)c1CCC1OCCO1,0,1,-5,-2,14,4,3,-3,7,14
COc1cccc(C#CC2=CC(=O)CC(C)(C)C2)c1,-5,-7,-10,-1,8,10,2,-4,-2,1

# Single records (already shown). Screens in order: PLC-gamma1 inh	ADAM10 inh	PLC-beta3 inh	ADAM17 inh	ARFGAP1 inh	ASAP1 inh	SIAE inh	Tn6 DDE FP	DDE Tn7 FP inh	TDP2 inh
# Cc1ccc2cc(C)c(N3CCN(c4ccc(F)cc4)CC3)nc2c1 as listed: 3	-7	0	1	0	4	1	-6	0	-5
# OC1C[N+]2(CCCCC2)C1 as listed: -1	2	1	-5	2	-13	-5	-3	-4	13
# Cc1cc(C)cc(CSc2ccc(S(=O)(=O)N3CCCC3)cn2)c1 as listed: -1	1	-8	3	3	-4	-2	6	-6	4

# Other records follow.
SMILES,PLC-gamma1 inh,ADAM10 inh,PLC-beta3 inh,ADAM17 inh,ARFGAP1 inh,ASAP1 inh,SIAE inh,Tn6 DDE FP,DDE Tn7 FP inh,TDP2 inh
Cc1nnc(NC(=O)C2CC(=O)N(C(C)c3ccccc3)C2)s1 (stereo not drawn),0,-1,-4,-6,5,6,7,9,4,-6
COc1ccc2c(c1)cc(C(=O)N/N=C/c1c(O)c(C(=O)O)cc3ccccc13)n2C,i,-133,i,-63,6,19,39*,-18,-22,-17
CC(C)(C)n1nnnc1C(c1ccccc1F)N1CCN(C(=O)c2ccco2)CC1 (stereo not drawn),4,9,-5,1,-1,-5,4,-2,-1,-7
O=C(Nc1cccc(Cl)c1)c1ccncc1,-2,-3,-3,-7,-11,-10,1,3,4,6
CC(=O)NCCNC(=O)c1ccc2c(c1)S(=O)(=O)c1ccccc1C2=O,-2,-11,-1,-1,-2,11,-5,2,1,4
CCOc1ccccc1NC(=O)CSc1nnc2ccc(-c3ccccn3)nn12,6,-29,-4,-3,-6,5,0,-6,-4,-6
Cc1cccc(C(=O)NC2CCN(S(=O)(=O)c3ccccc3F)CC2)c1,0,7,-1,-3,8,3,-4,1,3,3
COc1cc(C(=O)Nc2nnc(CC(C)C)s2)c([N+](=O)[O-])cc1OC,1,-3,3,-1,-3,-7,-5,-9,-2,5
COc1ccc(Oc2nnc(-c3ccc(C)cc3)c3ccccc23)cc1,3,-4,3,-1,-4,-2,3,2,2,5
Cc1ccc(CNC(=O)Cn2cnc3c(NCc4ccccc4)ncnc32)o1,-2,-6,1,-2,8,12,1,4,-7,-2
CC1CCN(C(=O)CNC(=O)c2ccc(Cl)cc2Cl)CC1,0,-11,-3,-5,6,18,0,1,-1,2
Cc1ccc(NC(=O)CSc2nnc(-c3cccnc3)n2CCN2CCCCC2)cc1,3,6,9,3,-6,-13,-5,-8,-4,-5
CSc1nc2nc3c(c(=O)n2[nH]1)CN(Cc1ccccc1)CC3,-8,-10,-3,-9,-2,14,5,-6,-3,-6
CCSc1nnc2n1C(C)(C)Cc1ccccc1-2,-2,-2,2,-3,-4,8,6,0,8,8
Cc1c(CC(=O)NCCCCCC(=O)O)c(=O)oc2cc3occ(-c4ccccc4)c3cc12,-90,-83,-123,-37,-6,2,-9,-1,-7,-5
